Screening data (PubChem)
Neddylation inh – cullin neddylation inhibition. P61081+Q13564. TR-FRET cullin neddylation, biochemical. calls only at 25 µM. 0.58% of 360,000 active; in the data active = inhibition above about 36%
Target sequence (P61081 whole entry, looked up): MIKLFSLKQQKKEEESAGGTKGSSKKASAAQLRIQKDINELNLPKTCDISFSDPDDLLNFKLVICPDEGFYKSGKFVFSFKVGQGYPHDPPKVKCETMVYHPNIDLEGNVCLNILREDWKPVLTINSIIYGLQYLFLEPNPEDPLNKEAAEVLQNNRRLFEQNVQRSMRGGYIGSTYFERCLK
Target sequence (Q13564 whole entry, looked up): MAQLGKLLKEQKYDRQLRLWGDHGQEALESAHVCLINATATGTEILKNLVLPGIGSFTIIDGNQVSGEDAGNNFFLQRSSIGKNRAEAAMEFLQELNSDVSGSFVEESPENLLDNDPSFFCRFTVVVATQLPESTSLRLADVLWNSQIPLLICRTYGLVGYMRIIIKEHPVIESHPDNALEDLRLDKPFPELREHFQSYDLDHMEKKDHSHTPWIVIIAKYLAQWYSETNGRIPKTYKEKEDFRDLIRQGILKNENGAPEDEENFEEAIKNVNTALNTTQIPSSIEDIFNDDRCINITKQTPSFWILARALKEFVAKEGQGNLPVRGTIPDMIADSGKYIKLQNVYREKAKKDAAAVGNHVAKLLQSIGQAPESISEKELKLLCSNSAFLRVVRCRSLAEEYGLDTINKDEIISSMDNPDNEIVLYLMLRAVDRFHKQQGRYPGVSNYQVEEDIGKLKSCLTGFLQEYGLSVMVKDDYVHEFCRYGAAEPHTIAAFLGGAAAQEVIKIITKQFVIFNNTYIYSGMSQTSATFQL
STEP inh – blocks human striatal-enriched tyrosine phosphatase | 0.25% of 360,000 active | P54829 | recombinant STEP, OMFP fluorogenic substrate, fluorescence | inhibition, % at 20 µM;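 active = inhibition at 20 µM, scaled per plate between control wells, above about 37%, limit read from the data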;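 also: 0% = DMSO with enzyme and substrate and 100% = substrate only without enzyme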
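material = STEP tyrosine phosphatase | reagent = fluorogenic phosphatase substrate OMFP at 25 µM final | doses = single compound dose of 20 µM, 1% DMSO final | schedule = 20 min reaction, room temperature, in the dark | measured by = fluorescence, 480/540 nm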
SKN-1 block – inhibitors of C. elegans SKN-1. AID 624304. inhibition, % at 21.8 µM. C. elegans VP596 Pgst-4::GFP/RFP ratio, acrylamide-induced, 24 h. 0.49% of 360,000 active;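 active = interference check ratio from 0.5 to 1.5 plus GFP to RFP signal ratio inhibition reaching or exceeding a fixed threshold, cut at about 30% in these data, passing the limit was not always enough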; also: some compounds called inactive have numbers as strong as hits
NadD inh – NadD (S. aureus) enzyme inhibition; inhibition, % at 20 µM; 0.78% of 360,000 active; purified NadD enzyme, colorimetric absorbance read-out; in the data active = inhibition above about 26%; also: some compounds past the cut are filed as inactive
Scp1 inh – inhibitors of human Scp-1 phosphatase; inhibition, % at 20 µM; Q9GZU7; Recombinant Scp1, phosphopeptide, malachite green phosphate absorbance; AID 493091; 0.88% of 340,000 active;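 active = inhibition above about 50% at 20 µM, limit read from the data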;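 also: plate controls were DMSO wells with enzyme for no effect and wells lacking enzyme for full effect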
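Test system: SCP-1 phosphatase catalytic domain, residues 76-261 | Compound dosing: One concentration, 20 µM, with 1.0% DMSO | Schedule: 45 min room-temperature reaction, 5 min colour, 30 min stabiliser | Detection: Absorbance at 630 nm | Read-out basis: % inhibition of SCP-1 phosphate liberation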
NRP1-CendR mod – NRP-1/CendR interaction modulation; O14786; FAM-RPARPAR peptide binding to NRP-1, fluorescence polarization; inhibition, % at 25 µM; 0.85% of 360,000 active;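 active = inhibition or corrected inhibition above about 18%, plus a signal ratio from 0.5 to 1.5, limit read from the data, passing the limit was not always enough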; also: strong numbers were not always called active
DNMT1 block – DNMT1 (human) enzyme inhibition; 0.83% of 360,000 active; AID 588458; DNMT1 molecular beacon, Hinp1I cleavage, fluorescence; P26358; inhibition (reported as % activation of signal), % at 10 µM; in the data active = inhibition above about 50%
LMPTP block – blocks human LMPTP phosphatase; P24666; recombinant LMPTP-A, OMFP fluorogenic substrate, fluorescence intensity; inhibition, % at 20 µM; 0.22% of 360,000 active; AID 651560;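 active = compounds that cut the enzyme signal by at least half of the control window in the single-dose screen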;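 also: plate controls were DMSO wells with enzyme plus substrate for no effect and substrate without enzyme for full effect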
Target sequence (P24666 whole entry, looked up): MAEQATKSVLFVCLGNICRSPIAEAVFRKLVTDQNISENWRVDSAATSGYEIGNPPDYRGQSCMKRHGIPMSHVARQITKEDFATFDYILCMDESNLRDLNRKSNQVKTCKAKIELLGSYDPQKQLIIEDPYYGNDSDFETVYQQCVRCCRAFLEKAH
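test system = LMPTP-A | amount = 0.625 nM LMPTP-A final | reagent = fluorogenic phosphatase substrate OMFP at 400 µM final | incubation = 50 min at room temperature | benchmarks = no-enzyme low control, uninhibited high control | medium = Bis-Tris pH 6.0, DTT, detergent | signal = fluorescence intensity of OMFP turnover product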
SUMO1 PPI mod – SUMO1-SIM interaction modulation; P63165; SUMO1 binding to a labelled peptide, TR-FRET, 1 h; inhibition, % at 20 µM; 0.33% of 360,000 active; AID 602429; in the data active = inhibition above about 37%
Target sequence (P63165 whole entry, looked up): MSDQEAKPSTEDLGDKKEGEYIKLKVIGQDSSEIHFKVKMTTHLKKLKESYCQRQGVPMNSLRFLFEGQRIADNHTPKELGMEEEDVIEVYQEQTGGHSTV
TbMetRS inhib – blocks T. brucei methionyl-tRNA synthetase activity; purified T. brucei MetRS, ATP depletion, Kinase-Glo luminescence; inhibition, % at 11.9 µM; 0.4% of 360,000 active;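 active = inhibition above a per-plate cutoff of the control wells' mean inhibition plus 3 SD, cut at about 5.5% in these data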;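 also: 0% = DMSO wells median and 100% = median of wells with control inhibitor compound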
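Assay system: T. brucei methionyl-tRNA synthetase, purified | Medium: HEPES buffer with MgCl2, KCl, DTT, spermine, BSA, pyrophosphatase | Compound: 11.9 µM single point | Incubation: 15 min enzyme-compound preincubation, 2 h reaction, 10 min detection, 25 °C | Measured by: Kinase-Glo luciferase luminescence reporting remaining unconsumed ATP | Measure: % inhibition normalized to control-well medians | Replication: Singlicate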
Starred values were filed as active, the others as inactive; i = inactive; · = no result given.

A first look, 6 compounds:
SMILES	Neddylation inh	STEP inh	SKN-1 block	NadD inh	Scp1 inh	NRP1-CendR mod	DNMT1 block	LMPTP block	SUMO1 PPI mod	TbMetRS inhib
O=C(Nc1ccc(F)cc1)c1ccccc1Oc1ccc(C(F)(F)F)cc1[N+](=O)[O-]	i	0	7	-3	-7	4	-3	1.9	-13	-0.2
COCCn1c(-c2ccc(OC)cc2)nc2ccccc21	i	0	16	-2	-11	4	-1	1.0	0	1.4
CNC(=O)CSCc1c(Cl)cccc1Cl	i	-2	-2	-2	-5	4	2	-1.2	0	-1.9
CCOc1cc(C2C(C#N)=C(N)OC(C)=C2C(C)=O)cc(Br)c1O (stereo unspecified)	i	2	6	4	5	47	2	-18	2	0.2
COc1cccc(/C=N/NC(=O)CCn2cnc3ccccc32)c1	i	1	20	-10	0	5	2	-1.2	-4	0.0
CC1(C(=O)NS(=O)(=O)c2cccc(C#N)c2)CCN1C(=O)CC1CCCCC1 (stereo unspecified)	i	0	6	-3	·	-2	2	-2.6	1	-0.3

The listing (from the top)
SMILES	Neddylation inh	STEP inh	SKN-1 block	NadD inh	Scp1 inh	NRP1-CendR mod	DNMT1 block	LMPTP block	SUMO1 PPI mod	TbMetRS inhib
O=C(Nc1ccc(F)cc1)c1ccccc1Oc1ccc(C(F)(F)F)cc1[N+](=O)[O-]	i	0	7	-3	-7	4	-3	1.9	-13	-0.2
COCCn1c(-c2ccc(OC)cc2)nc2ccccc21	i	0	16	-2	-11	4	-1	1.0	0	1.4
CNC(=O)CSCc1c(Cl)cccc1Cl	i	-2	-2	-2	-5	4	2	-1.2	0	-1.9
CCOc1cc(C2C(C#N)=C(N)OC(C)=C2C(C)=O)cc(Br)c1O (stereo unspecified)	i	2	6	4	5	47	2	-18	2	0.2
COc1cccc(/C=N/NC(=O)CCn2cnc3ccccc32)c1	i	1	20	-10	0	5	2	-1.2	-4	0.0
CC1(C(=O)NS(=O)(=O)c2cccc(C#N)c2)CCN1C(=O)CC1CCCCC1 (stereo unspecified)	i	0	6	-3	·	-2	2	-2.6	1	-0.3
CCCCN(C(=O)C1CC(=O)N(c2ccc3c(c2)OCCO3)C1)c1c(N)n(CC(C)C)c(=O)[nH]c1=O (stereo unspecified)	i	0	-9	3	-3	-1	3	0.0	-1	0.0
CCC(=O)N(CCC(Cc1ccccc1)c1ccc2c(c1)OCO2)Cc1ccccc1F (stereo unspecified)	i	4	-11	-6	-12	3	4	7.3	-1	-1.4
O=C(Oc1cc(-c2ccccc2)no1)c1cccc(C(F)(F)F)c1	i	-4	-3	-8	-10	18	2	-1.3	-1	-0.8
CCOc1ccc(S(=O)(=O)N/N=C(\C)C2CCCCC2)cc1	i	-5	-4	5	-9	-5	6	-0.6	6	1.5
COc1ccc(NS(=O)(=O)c2cccc(C(=O)NNC(=O)CNC(=O)c3ccccc3)c2)cc1	i	-1	19	5	4	-1	-4	0.1	-3	-0.2
Cc1ccc(SCC(=O)Nc2nccs2)cc1	i	0	-1	-6	-12	-5	3	-1.5	-1	-1.1
COc1cccc(/C=C/C(=O)c2ccc[nH]2)c1	i	-1	12	-2	-7	9	2	0.3	-6	0.0
CCOc1ccc(NC(=O)CN(C)C(=O)CCC2CCCCC2)cc1OCC	i	-1	2	-7	-3	-8	0	-0.2	0	-0.3
C/C(CC(=O)Nc1cccc2c1CCCC2)=N\NC(=O)COc1ccccc1	i	0	-8	2	-10	-11	-1	-0.1	-1	0.7
O=C(c1ccc2c(c1)OCO2)N1CCC2(CC1)Oc1ccc(F)cc1C(=O)C21CC(c2ccccc2)=NO1 (stereo unspecified)	i	3	6	9	1	7	-4	0.2	5	0.2
Cc1c(Cl)cccc1NC(=O)CSc1nnnn1C	i	-1	1	-5	-5	1	1	0.1	6	-0.3
COc1ccc(CCNC(=O)C2CC(c3ccccc3C(F)(F)F)=NO2)cc1 (stereo unspecified)	i	2	6	-9	-8	8	0	-0.8	2	-0.4
CCOC(=O)C(/C(N)=N/C(=O)Nc1ccccc1)=C(\C)O	i	-2	2	1	-6	-4	5	-1.3	2	-1.6
CCOc1ccccc1OCCn1nnc2ccccc21	i	3	7	-5	-8	-3	1	0.3	0	-0.2
CCCOc1ccc(CSCCNC(=S)Nc2ccccc2)cc1	i	-1	12	0	-13	3	0	3.4	5	1.1
CCC(/C=N/NC(=O)CCCCC(=O)N/N=C/C(CC)CC)CC	i	2	9	-5	-2	12	2	-2.4	2	-0.4
COc1cccc(C2=NN(C(C)=O)C(c3cccs3)C2)c1 (stereo unspecified)	i	0	36*	-2	-22	-6	-1	0.6	-2	-0.3
COc1ccc(C(=O)COC(=O)c2ccc([N+](=O)[O-])s2)cc1OC	i	0	4	-4	-6	24*	28	-0.6	-3	-0.2
Cc1ccc(-c2[nH]nc(N)c2N=Nc2cccc(Cl)c2C)cc1	i	-1	10	-3	-2	-8	-27	3.3	7	-0.5
COCCCNC(=O)c1cc(C(=O)Cc2ccccc2)c[nH]1	i	-1	0	-4	-5	11	6	-0.4	5	-0.5
Cc1ccc(OCc2cc(C(=O)N(C)Cc3cnn(-c4ccccc4C)c3)no2)cn1	i	2	7	-1	-2	8	-1	-1.0	9	-0.3
O=C(Nc1ccc2c(c1)OCCO2)c1cc(-c2ccccn2)nc2ccc(Br)cc12	i	0	13	26	4	-5	-1	2.9	3	0.1
C/C=C\C=C\C(=O)N1CC2(CC(c3cccc(NC(=O)CC(c4ccccc4)c4ccccc4)c3)=NO2)C[C@H]1C(N)=O (stereo partly specified)	i	4	-2	15	9	-23	-5	2.1	1	-0.3
Cc1ccc(S(=O)(=O)NCC(=O)NCC(=O)OCc2c(F)cccc2Cl)cc1	i	0	-2	-4	15	0	11	0.7	-4	-0.9
Cc1sc2ncnc(Nc3ccc(O)cc3)c2c1C	i	-1	-5	-2	9	-6	-1	-1.7	0	-0.4
CCOc1c2ccoc2nc2c(OC)c(OC)ccc12	·	2	10	-4	1	-5	2	0.6	0	-0.1
COc1cc(OC)cc(N2CCN(S(=O)(=O)c3ccc(-n4cnnn4)cc3)CC2)c1	i	-1	5	-2	-5	12	8	-2.4	-1	-0.3
CC(OC(=O)c1ccncc1)C(=O)Nc1cccc(Cl)c1 (stereo unspecified)	i	1	-6	-2	-15	-9	-3	1.0	1	-0.6
CCC(=O)c1ccc(OCC(O)CN2CCN(c3ccc(F)cc3)CC2)cc1 (stereo unspecified)	i	0	-25	-4	-2	-4	3	-1.3	6	0.3
CC(=O)c1c(C)nc(-c2ccccc2)nc1N	i	-2	12	-3	-6	8	3	-2.5	-1	-0.5
CNc1oc(Cc2ccccc2)nc1S(=O)(=O)c1ccc(Cl)cc1	i	2	9	0	-9	6	-3	-1.4	-1	0.0
Cc1ccc2c(c1)c(-c1csc(N)n1)c(C)n2C	i	0	17	1	-12	-2	-16	1.7	0	-0.8
CCN1C(=O)N(CC)C(O)(c2ccccc2)C1(O)c1ccccc1 (stereo unspecified)	i	-1	-18	-2	-1	30*	-1	-0.9	4	-1.8
Cc1c(C(=O)N2CCCCCC2)nnn1-c1nonc1N	i	-2	8	-2	0	2	0	-0.1	3	-0.3
CS(=O)(=O)N(CC(=O)N1CCc2ccccc2C1)c1ccccc1Br	i	-2	-7	-5	-2	19	1	-0.2	4	-0.4
O=C(OCc1ccccc1)N1CCC2CC1c1cc(N3CCCCC3)ccc12 (stereo unspecified)	i	-1	-14	3	4	-5	4	0.7	2	-0.5
Nc1nonc1C(=O)N/N=C/c1ccc(Br)o1	i	6	4	-2	-22	15	2	-2.6	-10	-0.1
O=C(Cn1cncn1)NCCC(c1ccccc1)c1ccccc1	i	11	-1	0	-7	-2	-1	-1.0	-1	-0.3
O=C(CN(C(=O)c1csnn1)c1ccc(F)c(Cl)c1)NCc1ccccc1	i	1	11	-3	-7	8	0	0.1	-1	0.1
Cc1cc(Nc2nn(C)c(N)c2C#N)ccc1F	i	-2	-2	4	1	5	4	-0.1	-4	-1.6
Cc1ccc(CC(=O)NC2CCN(Cc3ccccc3)CC2)cc1	i	-2	7	-8	-5	-8	-2	-2.1	-1	0.2
O=C(O)CCCC(=O)Nc1nncs1	i	2	-5	-5	-3	-7	0	-1.8	1	-0.6
CCN1/C(=C2\C(=O)N(C)C(=S)N2C)C=Cc2cc(C)ccc21	i	-4	15	-4	-8	-4	0	-0.6	-23	-0.5
COc1ccc(-c2c(C(F)(F)F)nn(C)c2NC(=O)CSCC(=O)O)cc1	i	-1	-6	-4	-7	13	1	-1.2	0	0.6

Other results.
SMILES	Neddylation inh	STEP inh	SKN-1 block	NadD inh	Scp1 inh	NRP1-CendR mod	DNMT1 block	LMPTP block	SUMO1 PPI mod	TbMetRS inhib
CC(OC(=O)c1cccc(Cl)c1)C(=O)NC1CCCCC1C (stereo unspecified)	i	1	0	-3	-8	1	0	-0.2	8	-0.2
O=C(O)COc1ccccc1/C=N/NC(=O)c1cc(-c2ccc(Cl)cc2)nc2ccccc12	i	1	-2	24*	3	-5	-10	0.8	14	0.1
O=S(=O)(c1ccc(Cl)s1)N1CCC(Cc2ccccc2)CC1	i	1	8	0	-7	3	0	2.8	-1	0.1
Cn1c(SCCOc2ccccc2F)nc2ccccc2c1=O	i	0	14	-7	-3	-2	-3	3.7	-5	-0.7
Cc1ccc(NS(=O)(=O)c2c(C)[nH]c(C)c2C(=O)N2CCCCC2)c(Br)c1	i	-4	5	-2	-6	2	7	-0.8	2	24*
O=C(c1ccc(N2CCN(C(=O)c3ccccc3Br)CC2)cc1)c1cccc(F)c1	i	3	11	-1	-8	-10	-8	5.7	-19	0.7
CCOC(=O)C1=C(C)c2ccccc2N(C(=O)OC)C1(C)C(=O)OCC (stereo unspecified)	i	2	-3	44*	98*	0	12	0.6	3	-0.6
c1ccc(Cc2c(-c3ccccc3)nc3c4ccccc4ccn23)cc1	i	1	6	10	·	1	2	0.3	2	-1.4
O=C(CNS(=O)(=O)c1ccc(F)cc1)N1CCOCC1	i	-1	12	1	-8	4	3	0.0	-2	-1.1
CCOc1ccc(OCC)c(NC(=O)CN2CCN(CC)CC2)c1	i	-2	-10	-2	-11	1	3	-4.1	-1	-0.8
COc1ccc(NC(=O)CCC(=O)N2CCOCC2)c([N+](=O)[O-])c1	i	-4	18	-1	-15	14	-2	-2.9	-31	-0.4
Cc1cccc(N2CCN(C(=O)CNC(=O)c3ccccc3)CC2)c1C	i	1	-5	-5	-2	11	-1	-1.1	7	-0.6
CCN1CCN(C(=O)c2cn(CC)c3ccc(S(=O)(=O)N(C)C)cc3c2=O)CC1	i	0	4	3	-12	-3	-2	-1.0	1	0.5
C[C@H](CO)N1C[C@H](C)[C@@H](CN(C)Cc2ccccn2)Oc2ncc(Br)cc2C1=O	i	0	17	0	·	7	0	-2.6	-3	0.0
